# TPT1 inh: inhibitors of Candida albicans tRNA 2'-phosphotransferase TPT1; recombinant caTPT1, FP RNA substrate dephosphorylation; inhibition, % at 5 µM; 0.81% of 300,000 active;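 active = inhibition above the mean of all tested compounds plus 3 SD, set per screening campaign, cut at about 24% in these data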;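 also: plate controls were DMSO alone for no effect and ferristatin control at 100 nM for full effect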
# PP1 counter: counter-screen for PP5 inhibitors: inhibitors of human PP1-alpha; P62136; inhibition, % at 6.7 µM; 0.9% of 320,000 active; AID 2235; purified PP1alpha, OMFP fluorescence;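 active = inhibition above the mean inhibition of all tested compounds plus 3 SD, computed separately for each screening campaign, cut at about 15% in these data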
# GASC-1 inh: human JMJD2C demethylase inhibition. GST-JMJD2C(1-420) H3K9me3 demethylation, DELFIA europium. inhibition, % at 2.35 µM. 0.069% of 330,000 active;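 active = more than half of a compound's replicate wells show inhibition beyond 50%, single wells judged on their own value; inconclusive = some, but no more than half, of replicates pass 50% inhibition; inactive = no replicate passes 50% inhibition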;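 also: signal counts dimethyl H3K9 product captured on neutravidin plate; 0% = median of DMSO wells and 100% = 0.3 times that DMSO median; strong numbers were not always called active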
# Target sequence (Q9H3R0 1-420 limits assumed): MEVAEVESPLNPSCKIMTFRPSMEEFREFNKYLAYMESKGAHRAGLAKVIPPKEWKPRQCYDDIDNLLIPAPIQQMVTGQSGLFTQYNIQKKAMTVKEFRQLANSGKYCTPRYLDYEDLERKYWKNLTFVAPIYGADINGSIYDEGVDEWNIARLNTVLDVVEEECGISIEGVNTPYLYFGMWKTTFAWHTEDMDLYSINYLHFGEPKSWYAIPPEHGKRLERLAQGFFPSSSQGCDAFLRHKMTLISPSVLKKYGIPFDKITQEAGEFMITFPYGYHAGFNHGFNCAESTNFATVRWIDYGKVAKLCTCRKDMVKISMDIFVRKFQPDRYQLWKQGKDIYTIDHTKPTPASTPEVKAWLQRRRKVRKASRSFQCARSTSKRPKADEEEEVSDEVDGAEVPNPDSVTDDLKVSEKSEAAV
# Efflux pump mplx: blocks antifungal efflux pumps in multiplex yeast assay; S. cerevisiae Candida pump triplex, Nile Red efflux; inhibition, % at 10 µM; 0.44% of 330,000 active; AID 485275;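 active = plate passing quality check with inhibition over a set limit, or well fluorescence over plate mean plus 4 SD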;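 also: Nile Red retained in pooled yeast measured as flow cytometry median fluorescence; 0% = buffer negative control and 100% = Enniatin B positive control; higher means more Nile Red kept so more efflux inhibition; some compounds called inactive have numbers as strong as hits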
# PP5 inh: PP5 (human) phosphatase inhibition. 0.18% of 320,000 active. AID 1987. inhibition, % at 6.7 µM. purified PP5c, OMFP substrate fluorescence;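 active = inhibition above the campaign's mean inhibition across all tested compounds plus 3 SD, cut at about 9.5% in these data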;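 also: 0% = DMSO only and 100% = 100 µM cantharidin control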
# HCV core dimer: blocks dimerization of HCV core protein. TR-FRET GST/Flag-core106 dimerization, 1536-well. inhibition, % at 5 µM. 0.33% of 300,000 active;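 active = inhibition above the mean of all tested compounds plus 3 SD, set per screening campaign, cut at about 45% in these data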
#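 Assay system: Tagged HCV core106 pair (GST and Flag) | Buffer or medium: KF-containing HEPES buffer, pH 7.45, DTT, CHAPS, BSA | Also added: Eu donor and XL665 acceptor anti-tag antibodies | Dosing: One concentration, 5 µM, in 0.5% DMSO | Timing: 4 h at 22.5 °C | Technique: TR-FRET 671 and 617 nm emission | Repeats: Singlicate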
# Fh CTSL1 inh: counter-screen for PFM18AAP inhibitors: inhibitors of F. hepatica cathepsin L1; recombinant F. hepatica cathepsin L1, Z-Leu-Arg-MCA fluorescence; inhibition, % at 5.96 µM; 0.49% of 300,000 active;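 active = inhibition above the mean of all tested compounds plus 3 SD, set per screening campaign, cut at about 17% in these data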;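 also: 0% = plate median of test compound wells and 100% = 1 µM Z-Phe-Ala-diazomethylketone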
# procasp7 counter: counter-screen: procaspase-7 (human) activation; P55210; recombinant procaspase-7, Ac-DEVD-pNA absorbance 405 nm; D23A/D198A/D206A triple mutant, cannot self-cleave; scale: DMSO 0, 5 µM enzyme 100; activation, % at 8.5 µM; 0.093% of 330,000 active;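 active = percent activation above the screen-wide mean plus 3 SD, cut at about 25% in these data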
# Target sequence (P55210 whole entry D23A/D198A/D206A): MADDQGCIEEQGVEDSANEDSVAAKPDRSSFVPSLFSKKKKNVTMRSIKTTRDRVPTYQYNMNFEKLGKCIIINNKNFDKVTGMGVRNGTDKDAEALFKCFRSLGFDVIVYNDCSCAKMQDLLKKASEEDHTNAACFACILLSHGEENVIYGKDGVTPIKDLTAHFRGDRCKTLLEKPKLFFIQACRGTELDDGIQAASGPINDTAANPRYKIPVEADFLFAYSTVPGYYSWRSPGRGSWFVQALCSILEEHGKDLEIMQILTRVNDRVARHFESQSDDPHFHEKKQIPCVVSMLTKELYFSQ
#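 System: Uncleavable procaspase-7 mutant enzyme; Amount: 2 µM procaspase-7 mutant as dispensed; Schedule: 1 h compound preincubation, 2 h substrate cleavage, 25 °C; Measured by: 405 nm absorbance of p-nitroaniline; Evaluation: percent activation from buffer-corrected 0–120 min absorbance change; Control set: low DMSO alone, high DMSO plus 5 µM PC-7.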
# proCasp3 act: activators of human procaspase-3; P42574; recombinant procaspase-3 D3A, Ac-DEVD-pNA absorbance 405 nm; activation, % at 8.5 µM; 0.11% of 330,000 active; AID 463141;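 active = activation above the mean of all tested compounds plus 3 SD, cut at about 21% in these data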;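 also: 0% = DMSO alone and 100% = DMSO wells spiked with extra 5 µM PC-3 D3A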
# Target sequence (P42574 whole entry D9A/D28A/D175A): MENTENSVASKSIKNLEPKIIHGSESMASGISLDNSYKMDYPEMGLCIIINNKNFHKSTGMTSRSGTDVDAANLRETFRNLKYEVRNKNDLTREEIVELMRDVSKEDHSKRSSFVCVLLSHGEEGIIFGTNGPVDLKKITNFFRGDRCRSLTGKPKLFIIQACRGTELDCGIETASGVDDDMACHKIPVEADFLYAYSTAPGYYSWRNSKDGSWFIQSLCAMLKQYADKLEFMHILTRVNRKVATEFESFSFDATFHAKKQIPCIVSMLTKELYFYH
#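 Assay system – Procaspase-3 D3A mutant · Benchmarks – DMSO low control, extra-enzyme high control · Technique – 405 nm absorbance of p-nitroaniline, reads at 0 and 120 min · Doses – 8.5 µM nominal · Measure – % activation between DMSO and enzyme-spiked controls · Also added – Ac-DEVD-pNA chromogenic peptide substrate · Schedule – 1 h compound preincubation, 2 h substrate hydrolysis at 25 °C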
# Starred values were filed as active, the others as inactive; ? = inconclusive; . = not tested or not shown. Hits appear at their usual frequency; 2.9% or so of the library scored in one or more.
# Sample of the layout (3 entries):
SMILES,TPT1 inh,PP1 counter,GASC-1 inh,Efflux pump mplx,PP5 inh,HCV core dimer,Fh CTSL1 inh,procasp7 counter,proCasp3 act
CCOc1ccc2nc(N(CCN(CC)CC)C(=O)c3ccc([N+](=O)[O-])cc3)sc2c1,3,2,1,0.2,1.1,-2,0,-2,-4
COc1ccc([C@@H]2[C@@H]3C(=O)N(C(C)(C)C)C(=O)[C@@H]3[C@]3(CC(C)C)C(=O)N(c4ccccc4)C(=O)N23)cc1,-1,-4,-12,0.1,2.4,-9,-3,3,9
CC(Cc1ccccc1)NC(=O)C1(c2ccccc2)CCOCC1 (stereo not given),-3,-5,-2,0.0,-0.1,-1,1,7,0

# Results, repeating the preview:
SMILES,TPT1 inh,PP1 counter,GASC-1 inh,Efflux pump mplx,PP5 inh,HCV core dimer,Fh CTSL1 inh,procasp7 counter,proCasp3 act
CCOc1ccc2nc(N(CCN(CC)CC)C(=O)c3ccc([N+](=O)[O-])cc3)sc2c1,3,2,1,0.2,1.1,-2,0,-2,-4
COc1ccc([C@@H]2[C@@H]3C(=O)N(C(C)(C)C)C(=O)[C@@H]3[C@]3(CC(C)C)C(=O)N(c4ccccc4)C(=O)N23)cc1,-1,-4,-12,0.1,2.4,-9,-3,3,9
CC(Cc1ccccc1)NC(=O)C1(c2ccccc2)CCOCC1 (stereo not given),-3,-5,-2,0.0,-0.1,-1,1,7,0
COc1ccc(CNS(=O)(=O)c2cc3c(cc2Cl)NC(=O)CO3)cc1,0,-1,5,0.2,1.7,-10,-4,12,5
CCOC(=O)N1CCN(C(=O)c2ccc3ccccc3c2)CC1,1,-1,-4,0.2,-1.3,2,3,2,4
CCOc1ccc(N(C)C(=O)CCc2nnc3ccc(N4CCCCC4)nn23)cc1,0,0,?,-0.2,-1.1,1,1,1,-2
O=C(Nc1cccnc1)/C(N=Nc1ccc(Cl)c(C(F)(F)F)c1)=C(\O)c1ccccc1,-3,1,7,0.5,2.1,-6,-3,1,-7
CCOC(=O)c1c(Nc2ccccc2)sc(/C=C2\C=Nc3ccccc32)c1O,22,9,-9,0.1,2.2,1,0,10,-7
CC(=O)Nc1sc(N/N=C\c2ccco2)nc1-c1cccs1,14,4,-1,-0.1,0.8,-5,2,-7,0
CC(=O)Nc1cccc(C(=O)OCc2ccc([N+](=O)[O-])cc2)c1,-5,-3,8,0.0,4.0,-1,-9,11,11
O=C(CCNS(=O)(=O)c1ccc(OC(F)(F)F)cc1)N1CCN(S(=O)(=O)c2cccc(F)c2)CC1,2,2,-4,-0.1,1.1,1,5,2,5
CCCN(S(=O)(=O)c1ccccc1F)S(=O)(=O)c1ccccc1Br,2,3,-10,-0.1,4.3,-11,-2,-5,1
O=C(C1CCCN1S(=O)(=O)c1cccc2cccnc12)N1CCN(c2ccccc2)CC1 (stereo not given),3,2,15,0.0,-1.8,4,-1,1,4
C=CCOc1ccc(/C=C/C(=O)OCC(=O)N2CCC(c3ccccc3)=N2)cc1,.,0,-12,0.8,1.3,.,.,-9,0
CC(C)CCN1CCN(CCCc2ccccc2)CC1CCO (stereo not given),1,-3,-37,0.2,1.0,-10,-1,15,-12
O=C(COC(=O)c1cc(=O)[nH]c2ccccc12)c1ccc(Br)cc1,-4,-3,-2,0.0,-0.5,-17,5,9,15
O=c1oc2cc(O)ccc2cc1S(=O)(=O)c1ccccc1,-3,-2,1,0.2,2.0,-8,6,-23,-24
COc1ccc(OC)c(Nc2ccc(C(=O)O)cc2[N+](=O)[O-])c1,2,-1,-8,0.0,3.1,-6,0,2,4
Cc1cccc(NC(=O)CCSc2nncn2C)c1,-3,-2,-4,0.0,-0.1,-4,-4,-1,3
COc1ccc(-c2noc(N3CCC(C(=O)NCCCN4CC(C)CC(C)C4)CC3)n2)cc1 (stereo not given),1,-6,-6,0.2,0.1,7,2,0,-1
Cc1ccc(OCC(=O)c2ccc3c(c2)CCCC3)cc1C,1,1,5,-0.1,1.0,5,1,5,-3
Cc1ccc(S(=O)(=O)N(CC(=O)O)Cc2ccccc2)cc1,-3,7,0,-0.1,1.8,2,1,-2,2
O=C(CN1C(=O)c2ccccc2C1=O)Nc1ccc2c(c1)OCO2,1,-2,-10,-0.2,0.2,5,0,8,-4
COCCCNC(=O)c1ccccc1NS(=O)(=O)c1ccc(C)cc1,-2,-3,2,0.0,0.4,-2,1,-10,4
CC(=O)c1cccc(CN2CCC(C(=O)Nc3ccc(Oc4cccnc4)cc3)CC2)c1,5,-12,10,-0.1,-0.2,-2,4,3,3
CCOC(=O)COc1nc(C)c(Br)c(OC)n1,-2,-2,2,0.0,3.0,-5,-1,3,2
O=C(NC1CC1)C1=C[C@H](C2CCCCC2)C[C@H](OCCCCO)O1,2,-3,3,0.1,0.2,-5,0,5,-5
Cc1noc(N)c1C1(O)C(=O)N(C(C)C)c2ccccc21 (stereo not given),-9,-2,-2,-0.1,0.4,-3,-2,2,-1
CCO/N=C(/C)c1c(O)c(C)c(-c2ccccc2)n(-c2ccccc2)c1=O,-4,-2,1,0.0,-1.1,6,6,1,0
O=C1C(C=NCCCN2CCCC2=O)=C(O)c2ccccc21,-3,-1,2,0.0,3.3,-3,0,9,-8
CSc1ccc(-c2nc(CSCC(=O)NCCCN3CCCC3=O)c(C)o2)cc1,1,-2,-2,-0.2,0.5,0,1,-8,9
COC(=O)C(C)Sc1n[nH]c(=S)s1 (stereo not given),4,-5,0,0.0,-1.2,-6,0,-19,-13
CCS(=O)(=O)Nc1cccc(-c2nc3cccnc3s2)c1,4,1,9,-0.2,-0.7,1,0,5,4
CCOc1ccc(-c2c(C(=O)N/N=C(\C)c3ccncc3)nnn2-c2nonc2N)cc1,3,2,17,0.4,-0.5,-13,-10,-5,7
Cc1cccc(NC(=O)CS(=O)CC(=O)Nc2cnc3ccccc3c2)c1C (stereo not given),1,-1,5,0.0,-0.6,-2,3,-3,2
CC(=O)Cn1ncc(N2CCCCC2)c(Cl)c1=O,1,0,2,-0.1,0.1,-3,0,-1,2
COc1ccccc1/C=N/NC(=O)c1ccc(=O)n(C)c1,-2,-2,10,0.0,0.8,0,6,-6,-6
CCN(C(=O)COC(=O)CCn1c(C)csc1=O)c1c(N)n(Cc2ccccc2)c(=O)[nH]c1=O,.,0,20,-0.1,-1.9,.,.,6,5
Cc1ccc(/C=N/NC(=O)c2nn(C)cc2Cl)cc1,-2,2,0,0.1,0.1,4,-1,8,-1
COc1ccc(C2CC(c3ccccc3)=NN2C(=O)COC(=O)/C=C/c2ccc(O)c(OC)c2)cc1 (stereo not given),1,-4,-3,-0.1,1.7,23,-2,1,-3
CCOc1ccc(C(=O)Nc2ccc(NC(=O)c3ccccc3)cc2)cc1Br,-1,-3,-1,0.3,0.2,23,1,4,1
O=C(NNC(=O)c1ccccc1Br)c1ccccc1Cl,-2,-3,6,0.1,-2.0,-1,0,3,0
CCc1cccc2c(C(=O)CSc3nncn3-c3ccc(OC)cc3)c[nH]c12,0,2,2,0.0,4.8,-4,-1,7,0
CCN1CCN(C(=O)C2CCC(=O)N(CCCN3CCCC3=O)C2)CC1 (stereo not given),-2,-4,-10,0.1,-2.3,4,-2,8,-2
O=C1NC(c2ccc3c(c2)OCO3)Nc2ccccc21 (stereo not given),-6,0,2,0.0,3.2,3,4,-6,2
CCCN(c1ccc(OCC)cc1)S(=O)(=O)c1ccc2c(c1)CCN2C(=O)CCC(=O)O,-1,3,4,4.4,2.2,6,0,3,6
Cc1cc(C(C)(C)C)oc1C(=O)N(CC(=O)NC1CCCC1)Cc1ccccc1Cl,-1,5,-13,0.1,3.7,10,7,8,-1
Cc1cc(=O)oc2cc(OCC(=O)NCCN3CCOCC3)c(Cl)cc12,-5,-2,-12,-0.1,0.3,0,2,-1,8
O=C(NC(=S)Nc1cccc(CO)c1)c1ccc(-c2ccccc2)cc1,-3,0,-9,-0.2,1.7,-7,5,-6,-2
CC1(C)C2C(Cl)(Cl)C2(C)c2ccccc2N1C=O (stereo not given),0,-1,10,0.2,0.1,2,4,6,5
O=C(CCC(NC(=O)OCc1ccccc1)C(=O)OCC(=O)N1CCCCC1)OCC(=O)N1CCCCC1 (stereo not given),0,-1,10,-0.1,-0.1,0,-14,12,0
CCOC(=O)C1CCCN(Cc2sccc2C)C1 (stereo not given),3,0,2,0.0,4.8,3,3,-1,-1
O=C(OCc1ccccc1F)c1ccc2c(c1)OCCO2,4,2,3,0.2,3.9,3,0,-8,-10
COc1ccc(S(=O)(=O)N/N=C(/C)c2cccc(NC(=O)c3ccccc3Cl)c2)cc1,0,-3,9,0.0,2.9,2,0,8,4
COc1ccc(N(CC(=O)Nc2cccc(SC)c2)S(C)(=O)=O)cc1Cl,-3,10,-8,0.0,2.0,3,-1,-3,6
Cc1ccc(NS(=O)(=O)c2c(C(=O)N3CCOCC3)c(C)n(C)c2C)cc1C,-2,-3,43,0.0,-0.2,3,-2,9,3
CC(=O)Nc1ccc(OCCOc2ccccc2C(C)=O)cc1,-4,-1,-5,-0.1,1.9,-17,-5,-7,2
Cc1cc(C(=O)N2CCN(c3ncccn3)CC2)cs1,-4,-4,5,0.1,-1.5,0,1,3,3
CCCCn1c(SCC(=O)Nc2nccs2)nc2ccccc2c1=O,2,0,5,0.1,1.6,1,3,0,-5
CCN(CC)S(=O)(=O)c1ccc(OC)c(NC(=S)Nc2cccc(C)c2)c1,-1,2,-12,-0.3,0.9,2,0,4,0
# More results.
SMILES,TPT1 inh,PP1 counter,GASC-1 inh,Efflux pump mplx,PP5 inh,HCV core dimer,Fh CTSL1 inh,procasp7 counter,proCasp3 act
Cc1ccc(CCNC(=O)CN2C(=O)COc3ccccc32)cc1,2,-7,3,-0.1,0.4,-1,-3,6,-9
CCc1nc(NC(C)(C)C)c2cnn(-c3ccccc3)c2n1,-2,3,5,0.2,5.5,-4,0,2,1
Cc1cccc(C2=N/C(=C\c3cccnc3)C(=O)O2)c1,-4,-1,31,-0.1,1.5,-8,-3,11,2
Cc1onc(-c2ccccc2)c1C(=O)N1CCCC(C(F)(F)F)C1 (stereo not given),1,-1,-1,-0.1,1.4,1,-2,5,-2
O=C(COC(=O)/C=C/c1ccc(Cl)cc1)Nc1ccccc1-c1ccccc1,9,-6,-2,0.0,-1.0,-2,2,-3,3
Cc1ccc2c(c1)NC(=O)C(CC(=O)NCc1ccc(F)cc1)O2 (stereo not given),1,-7,-3,0.0,-0.4,-1,-2,-7,2
CCCN(CCC)S(=O)(=O)c1nc2nc(C)cc(C)n2n1,2,-7,-3,0.1,2.1,2,-3,-6,-4
O=C(CSc1nnc(CNc2ccc(F)cc2)n1Cc1ccco1)NC1CC1,-5,-2,1,0.0,0.8,-3,-1,-1,-4

# Bioassay records (PubChem BioAssay)
